mouse EphA4 binding: inhibitors of EphA4 binding to KYL peptide, primary screen, biochemical, colorimetric, mouse EphA4 (AID 689); Ephrin type-A receptor 4 (Mus musculus); EphA4-AP binding to KYL peptide, pNPP A405; higher % means a stronger effect; inhibition, % at 10 µM; hits with a dose series show IC50 in µM; 62,000 compounds, 0.1% hits; in the data active = a potency from the dose series; inactive = the rest, 99 in 100 with inhibition below about 22%
* = called active by the depositor; & = joins results of further samples. Not all compounds are listed. The share of hits here may be higher or lower than overall.

Screening O=C1CN=C(Nc2ccccc2)N1Cc1cccs1 returned mouse EphA4 binding -9%.
O=C(NC(Cc1c[nH]c2ccccc12)c1nnc2n1CCCCC2)c1ccccc1 (stereo not drawn) was read as mouse EphA4 binding -16%.
Screening Cc1ccc(Cn2nnc3c(=O)[nH]c(C4CCN(S(=O)(=O)c5ccc(C)cc5)CC4)nc32)cc1 returned mouse EphA4 binding 0%.
For O=C(Cc1ccc(Cl)cc1)Nc1ccc(Cl)cc1C(=O)O the results were mouse EphA4 binding 7%.
`CCOC(=O)C1=NN(c2cccc(C)c2)C2(S1)SC(C(C)=O)=C(C)N2c1ccccc1` (stereo not drawn) gave mouse EphA4 binding -8%.
`Cc1cccc(Cc2c(C)nc3c(C(=O)N4CCN(Cc5ccc6c(c5)OCO6)CC4)cnn3c2C)c1` gave mouse EphA4 binding -4%.
For O=c1c2cnn(-c3ccccc3)c2ncn1Cc1cccnc1 the results were mouse EphA4 binding -6%.
`CC(C)(C)NC(=O)c1ccncc1` gave mouse EphA4 binding 1%.
For CCC(=O)Nc1nnc(CSCc2ccc(F)cc2)s1 the results were mouse EphA4 binding -7%.
Screening Cn1c(SCC(=O)N2CCCCCC2)nc2c([nH]c3ccccc32)c1=O returned mouse EphA4 binding 12%.
Screening Cc1nnc(SCC(=O)Nn2cnnc2)s1 returned mouse EphA4 binding 2%.
`O=C(Nc1ccc(-c2cn3ccsc3n2)cc1)C1CC1` gave mouse EphA4 binding -1%.
For CS(=O)(=O)N(CC(=O)N1CCOCC1)c1ccccc1Br the results were mouse EphA4 binding -4%.
Cc1ccc(/C=N/Nc2nc(Cl)c(Cl)cc2Cl)s1 was read as mouse EphA4 binding -12%.
Screening COc1ccc(Cl)cc1-n1c(C)cc(C(=O)O)c1C returned mouse EphA4 binding 6%.
`c1cncc(CNC2CCCc3ccccc32)c1` (stereo not drawn) gave mouse EphA4 binding 4%.
For NC(=O)C1CCN(C(=O)CN2C(=O)c3ccccc3S2(=O)=O)CC1 the results were mouse EphA4 binding -12%.
CCOc1ccc(CNC(=O)C2CCC(=O)N2C2CCCC2)cc1OC (stereo not drawn) was read as mouse EphA4 binding -2%.
For Cc1ccc(NC(=O)N(Cc2ccc3c(c2)OCO3)Cc2cc3cc4c(cc3[nH]c2=O)OCCO4)cc1 the results were mouse EphA4 binding -5%.
Screening CCOc1ccc2oc(-c3ccccc3)c(C(=O)O)c2c1 returned mouse EphA4 binding -4%.
Screening O=C(CCc1ccccc1)Nc1cccc(Cl)c1 returned mouse EphA4 binding 3%.
`CC1CC(C)CN(S(=O)(=O)c2cccc3cccnc23)C1` (stereo not drawn) gave mouse EphA4 binding 6%.
Screening CC(C)Cc1nnc(NC(=O)CCC(=O)Nc2ccc(F)cc2)s1 returned mouse EphA4 binding 0%.
For COc1ccc(CCNC(=O)C(=O)NCc2ccncc2)cc1 the results were mouse EphA4 binding -22%.
`CCN1/C(=C/C(C)=O)Sc2ccc(OC)cc21` gave mouse EphA4 binding 22%.
`C=CCNC(=O)c1ccccc1Cl` gave mouse EphA4 binding -4%.
CC(C)(C)c1cc2cccnc2n1Cc1cccc(F)c1 was read as mouse EphA4 binding -7%.
Screening COc1ccccc1CNC(=O)c1csc(Cc2ccc(Cl)cc2)n1 returned mouse EphA4 binding -17%.
For O=C(COc1ncnc2sccc12)Nc1ccc2c(c1)OCCO2 the results were mouse EphA4 binding -32%.
For Cc1csc(NC(=O)CNC(=O)OCc2ccccc2)n1 the results were mouse EphA4 binding -9%.
`CC(C)OC(=O)c1cc2c(ccn2C)n1CC(=O)N1CCC(Cc2ccccc2)CC1` gave mouse EphA4 binding -17%.
`CCCCNc1cc(=O)n(C)c(=O)n1C` gave mouse EphA4 binding 28%.
Screening Cc1cc(-c2ccccc2)[nH]c(=O)c1S(=O)(=O)c1ccc(Cl)cc1 returned mouse EphA4 binding -24%.
Screening COc1ccc(OC)c(NC(=O)Nc2ccc(Cl)cc2)c1 returned mouse EphA4 binding 2%.
For Cc1ccc(-n2ncc(C(=O)O)c2C2CCN(C(=O)OC(C)(C)C)CC2)cc1 the results were mouse EphA4 binding -2%.
Screening Cc1nn(C(=O)CN2C(=O)c3ccccc3C2=O)c(C)c1Br returned mouse EphA4 binding 13%&-1%.
Screening COc1ccc(/C=C\c2onc(C)c2S(=O)(=O)N2CCC(C(=O)NCCC(C)C)CC2)cc1 returned mouse EphA4 binding 4%.
Screening Cn1c(-c2ccco2)nc2c3ccccc3ccc21 returned mouse EphA4 binding -2%.
Screening Cc1ccc(C(=O)NNC(=O)Cc2ccccc2)cc1 returned mouse EphA4 binding -14%.
`CC1CCCC(NC(=O)COC(=O)COc2ccc(Cl)cc2)C1C` (stereo not drawn) gave mouse EphA4 binding -4%.
`COc1cccc(Nc2nc(N)nc(-c3oc4ccccc4c3C)n2)c1` gave mouse EphA4 binding -5%.
For COc1cc(C(=O)Nc2cc(Cl)ccc2C)c([N+](=O)[O-])cc1OC the results were mouse EphA4 binding -11%.
`Cc1ccc(NC(=O)c2snc3c(=O)[nH]cnc23)cc1C` gave mouse EphA4 binding -9%.
`COC(=O)C1=C(C)NC2=C(C(=O)C(C(=O)OC)C(c3ccc(OC)cc3)C2)C1c1ccccn1` (stereo not drawn) gave mouse EphA4 binding -9%.
For COC(=O)c1c(C)oc2ccc(OCC(=O)c3ccc(Br)cc3)cc12 the results were mouse EphA4 binding 0%.
`Cc1ccc(/C(O)=C2/C(=O)C(=O)N(Cc3ccco3)C2c2cccs2)cc1` (stereo not drawn) gave mouse EphA4 binding -6%.
CCCCn1c(SCC(=O)Nc2cc(C)[nH]n2)nc2ccsc2c1=O was read as mouse EphA4 binding 3%.
Clc1ccc2c(c1)C=Nc1c(NCc3ccccc3)ncnc1O2 was read as mouse EphA4 binding -12%.
Cn1c(-c2cc3c(C(F)(F)F)nn(C)c3s2)n[nH]c1=S was read as mouse EphA4 binding -4%.
Screening Cc1cccnc1NC(=O)C1CCN(S(=O)(=O)c2cccs2)CC1 returned mouse EphA4 binding -9%.
`CCOC(=O)c1cc(C)n(S(=O)(=O)c2ccc(C)cc2)c1C` gave mouse EphA4 binding 1%.
Screening COc1ccc(OC)c(NC(=O)C2C3CCC(O3)C2C(=O)O)c1 (stereo not drawn) returned mouse EphA4 binding -2%.
O=C(Oc1ccc(/C=N/O)cc1)c1ccccc1 was read as mouse EphA4 binding -5%.
`c1ccc(C(c2ccccc2)c2nc(-c3cccnc3)no2)cc1` gave mouse EphA4 binding -1%.
COc1cnc(-c2ccccc2)nc1Oc1ccccc1C was read as mouse EphA4 binding 30%.
CCOC(=O)c1ccccc1NC(=O)CN(c1ccc(OC)c(Cl)c1)S(=O)(=O)c1ccccc1 was read as mouse EphA4 binding -3%.
CCOC(=O)Cc1csc(NS(=O)(=O)c2ccc3c4c(cccc24)C(=O)N3CC)n1 was read as mouse EphA4 binding -14%.
Screening CCC(C(=O)N1CCOCC1)c1ccccc1 (stereo not drawn) returned mouse EphA4 binding 11%.
Screening CCS(=O)(=O)N1CCC(c2nc(-c3ccc(C)cc3)no2)CC1 returned mouse EphA4 binding -15%.
For COc1cc(C2C(C#N)=C(N)Oc3n[nH]c(C)c32)ccc1OC(=O)c1ccccc1 (stereo not drawn) the results were mouse EphA4 binding -2%.
For Clc1ccc2nc(CSc3nncn3-c3ccccc3)cn2c1 the results were mouse EphA4 binding -9%.
Screening CCOC(=O)c1c(C)[nH]c(C)c1C(=O)COC(=O)c1cccc(S(=O)(=O)NC)c1 returned mouse EphA4 binding -3%.
Screening Cc1nc(SCN2C(=O)c3ccccc3C2=O)n[nH]1 returned mouse EphA4 binding -6%.
Screening NC(=O)c1ncc(C(F)(F)F)cc1Oc1cccc(F)c1 returned mouse EphA4 binding -5%.
`Cc1ccc(C(=O)N(Cc2nc(-c3ccc(C)cc3)no2)C(C)C)cc1` gave mouse EphA4 binding -3%.
`CCOCCCNC(=O)C1CCC(CNS(=O)(=O)c2ccc(F)cc2)CC1` (stereo not drawn) gave mouse EphA4 binding -6%.
Screening CN(C(=O)c1ccccc1C(=O)c1ccccc1)C1CCS(=O)(=O)C1 (stereo not drawn) returned mouse EphA4 binding 2%.
`COC1(OC)N=C(NC(=O)Nc2ccccc2)C2(C#N)C(c3ccccc3)C12C#N` (stereo not drawn) gave mouse EphA4 binding -13%.
Screening Cc1cc(N2CCN(C/C=C/c3ccccc3)CC2)n2ncnc2n1 returned mouse EphA4 binding -19%.
`CCOC(=O)N1CCC(Nc2c(OCC)c(=O)c2=O)CC1` gave mouse EphA4 binding 5%.
For CC(C)(C)CC(=O)Nc1ccc(Nc2ccccc2)cc1 the results were mouse EphA4 binding -14%.
CC1CCN(C(=O)COC(=O)c2cc3ccccc3cc2O)CC1 was read as mouse EphA4 binding -13%.
`Cc1ccc(SCC(=O)Nc2cccc3ncccc23)cc1` gave mouse EphA4 binding -8%.
O=C(C1CCN(S(=O)(=O)c2cccnc2)CC1)N1CCN(C2CCCC2)CC1 was read as mouse EphA4 binding 10%.
For Cc1cc(S(=O)(=O)NCCCN2CCOCC2)ccc1F the results were mouse EphA4 binding -10%.
For CCSc1nnc(C)c2ccccc12 the results were mouse EphA4 binding -7%.
COc1cccc(C(=O)Nc2cccc(-c3nnc(-c4ccco4)o3)c2)c1 was read as mouse EphA4 binding -2%.
Screening COc1cccc(-c2nnc(SCc3cccnc3)o2)c1 returned mouse EphA4 binding 14%.
`CCCCCn1cnc2sc(-c3ccccc3)cc2c1=O` gave mouse EphA4 binding -4%.
C=CCn1c(SCC(=O)C(C)(C)C)nnc1-c1cccs1 was read as mouse EphA4 binding -3%.
Screening CC1(C)CC(=O)N(c2ccccc2)C1(C)O (stereo not drawn) returned mouse EphA4 binding -32%.
For CC(Sc1nnc(Cc2cccs2)n1C1CCCCC1)C(N)=O (stereo not drawn) the results were mouse EphA4 binding -13%.
Cc1csc(SCC(=O)Nc2sc3c(c2C#N)CCC3)n1 was read as mouse EphA4 binding 9%.
CCCc1ccc(OCC(O)CN2CCN(c3ccccc3)CC2)cc1 (stereo not drawn) was read as mouse EphA4 binding -3%.
For Cc1nc(CC(=O)N2CCN(S(=O)(=O)c3ccccc3C#N)CC2)cs1 the results were mouse EphA4 binding -25%.
For CCCCn1nc2cc(C(=O)NCc3ccc(C(F)(F)F)cc3C(F)(F)F)ccc2c1OCC the results were mouse EphA4 binding -9%.
Cn1cccc1/C=C1\SC(=O)N(CC(=O)Nc2ccc(Cl)cc2)C1=O was read as mouse EphA4 binding -22%.
For CCOc1cc(C2Nc3cccc4cccc(c34)N2)ccc1O the results were mouse EphA4 binding -10%.
Cc1ccc(-c2nn(-c3ccccc3)cc2/C=C/C(=O)c2cccs2)cc1 was read as mouse EphA4 binding -10%.
COc1ccc2c(c1)C(C)CC(C)(C)N2C(=O)CSc1nc2ccccc2s1 (stereo not drawn) was read as mouse EphA4 binding -5%.
For O=C(Nc1cc(=O)[nH]c2ncnn12)c1ccc(Cl)cc1Cl the results were mouse EphA4 binding -14%.
CN1C(=O)/C(=C\c2cc(Cl)c(O)c(Cl)c2)SC1=S was read as mouse EphA4 binding 2%.
COc1ccc(NC(=O)CSc2nc3ccccc3c(=O)n2CCNC(C)=O)c(OC)c1 was read as mouse EphA4 binding -7%.
Cc1cccc(OCc2nnc(SCc3nc4cc(C(F)(F)F)ccc4c(=O)[nH]3)o2)c1 was read as mouse EphA4 binding 14%.
`CCCC(=O)c1ccc(N2CCN(C(=O)c3ccc(Br)cc3)CC2)c(F)c1` gave mouse EphA4 binding 6%.
CN(C)c1ccc(CN(C(=O)COc2ccc(Br)cc2)C2CCS(=O)(=O)C2)cc1 (stereo not drawn) was read as mouse EphA4 binding -10%.

Screening results: PubChem, Sanford-Burnham Center for Chemical Genomics
